# H9c2 TAG inh = inhibitors of triacylglycerol accumulation; actives 0.66% (n = 230,000); inhibition, % at 12.5 µM; AID 651582; H9c2 cells, Nile Red lipid (TAG) fluorescence; cells loaded with 200 µM oleic acid;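 active = pattern-corrected inhibition of lipid staining of at least 50% with the nuclear-stain viability signal not falling by more than 50%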;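 also: 0% = DMSO wells and 100% = triacsin C control wells; some results filed as inactive read as strong as hits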
# H9c2 TAG inh DAPI viability = also measured in H9c2 TAG inh; calls as there; DAPI nuclei signal change (viability), lower = more cytotoxic, %;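 whole-well DAPI fluorescence read on a plate reader as a viability signal; minus 50 percent equals half of cells still viable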
# The depositor's hits bear a star. Not all compounds are listed; the hit share may differ from the screen's.
# Start of the listing, in advance, two compounds:
# Fields – H9c2 TAG inh, H9c2 TAG inh DAPI viability
Cc1ccc(S(=O)(=O)N2CCC(C(=O)Nc3ccccc3N3CCCC3)CC2)cc1C
→ -10, 2
Cc1cc(C(=O)COc2ccc(Br)cc2F)c(C)n1CC1CCCO1 (configuration not stated)
→ -1, 0

# Main list, from the start:
# Fields – H9c2 TAG inh, H9c2 TAG inh DAPI viability
Cc1ccc(S(=O)(=O)N2CCC(C(=O)Nc3ccccc3N3CCCC3)CC2)cc1C
→ -10, 2
Cc1cc(C(=O)COc2ccc(Br)cc2F)c(C)n1CC1CCCO1 (configuration not stated)
→ -1, 0
Oc1c(C(c2cccs2)N2CCN(c3cccc(Cl)c3)CC2)sc2ncnn12 (configuration not stated)
→ -4, 3
CC(=O)N1CC2(C)CN(C(C)=O)CC(C)(C1)C2O (configuration not stated)
→ 12, -4
OCC1(CO)CCCC(CO)(CO)C1O
→ -8, 7
COc1ccc(-c2csc(N(CCCN(C)C)C(=O)c3ccc(C)cc3)n2)cc1
→ 20, 1
CCc1nnc(NC(=O)C2CCCN2S(=O)(=O)c2ccc(F)cc2)s1 (configuration not stated)
→ 0, 2
O=C1CCCc2oc3c(c21)CCCC3
→ 0, 0
CC(C)(C)c1ccc(S(=O)(=O)NC(=O)C2(C)CCN2C(=O)Cc2cc(F)ccc2F)cc1 (configuration not stated)
→ -8, 0
Cn1c(=S)c2[nH]c(SCCN)nc2n(C)c1=O
→ 17, -3
COc1ccc(NC(=O)CCn2cccc2)cc1
→ -4, -2
CC1(C(=O)NS(=O)(=O)Cc2ccccc2C(F)(F)F)CCN1C(=O)C/C=C/c1ccccc1 (configuration not stated)
→ -6, 8
CC(C)Cc1cc(C(=O)NCc2cccs2)no1
→ 11, -9
CC(C)Cn1c(=O)c2c(nc3n2CCS3)n(C)c1=O
→ 14, -6
Cc1ccc(NC(=O)CSc2nccn2C)cc1S(=O)(=O)N1CCOCC1
→ 0, -4
CCOC(=O)[C@H]1[C@H]2COc3ccccc3[C@@H]2N2C(=O)c3cc(F)c(F)cc3NC(=O)[C@@]12C
→ -5, -4
CN1CCOC1c1ccc(C2OCCN2C)cc1 (configuration not stated)
→ -8, 10
Cc1nnc(NC(=O)C2CCN(S(=O)(=O)c3cc([N+](=O)[O-])ccc3Cl)CC2)o1
→ -29, 7
O=C(Nc1nnc(-c2ccc(F)cc2)s1)Nc1ccccc1F
→ 5, -3
Cc1cc(C)cc(N=C2SC(CC(=O)Nc3ccccc3)C(=O)N2CCN2CCOCC2)c1 (configuration not stated)
→ 5, 5
COc1cc([C@@H]2c3cc4c(cc3[C@H](O)[C@H]3COC(=O)[C@H]23)OCO4)cc(OC)c1OC
→ 50*, -29*
COc1ccc(C(=O)Nc2cc(Cl)ccc2-n2cncn2)c(OC)c1OC
→ 9, -6
Cc1n[nH]c(C)c1S(=O)(=O)N1CCC(C(=O)O)CC1
→ -2, -2
Cc1ccccc1NC(=O)N1C2CCCC1CC(NC(=O)C(C)(C)C)C2 (configuration not stated)
→ -2, -9
CCOC(=O)c1c(C)[nH]c(C(=O)OC)c1CCC(=O)OC
→ -5, 6
COc1ccc(NC(=O)CN(C)CC(=O)N(C)C2(C#N)CCC(C)CC2)cc1 (configuration not stated)
→ -10, 3
O=C(Nc1nc2cc3c(cc2s1)OCCO3)c1ccncc1
→ -3, 12
N#C/C(=C\c1c(N2CCOCC2)nc2ccccn2c1=O)C(=O)NC1CCS(=O)(=O)C1 (configuration not stated)
→ 19, 7
CCN1C(=C2C(=O)c3ccccc3C2=O)C=Cc2ccccc21
→ -20, 6
O=C(c1cc(-c2ccccn2)nc2ccc(Br)cc12)N1CCN(S(=O)(=O)c2ccccc2)CC1
→ 0, -2
CC(NC(=O)c1ccc2c(c1)C(=O)N(Cc1cccnc1)C2=O)c1ccccc1 (configuration not stated)
→ -9, -9
O=C(NC(Cc1ccccc1)C(=O)N1CCCC1C(=O)O)c1ccccc1 (configuration not stated)
→ -9, -5
Cn1cc(CN2CCN(c3cnccn3)CC2)c(-c2cccc(Cl)c2)n1
→ -11, 1
COc1ccccc1CNC(=O)CCNS(=O)(=O)/C=C/c1ccc(C)cc1
→ -2, -7
O=C1C(Cl)=C(NCCc2ccccc2)C(=O)c2ccccc21
→ 10, -2
CC(C)N(C(=O)COC(=O)[C@H](C)NC(N)=O)c1ccccc1
→ -13, 17
COc1cc(/C=N/N2CCOCC2)ccc1OCc1ccc(Cl)cc1
→ 3, -3
Cc1ccc(NC2=NCCC2)cc1Cl
→ 13, 4
CCn1c(=O)c(C(=O)CC#N)c(N)n(Cc2ccccc2)c1=O
→ -1, 3
CCCN1/C(=C(\C#N)C2=NS(=O)(=O)c3ccccc32)N(C)c2ccccc21
→ 2, 5
CCOc1ccc(NC(=O)c2cc(C3CC3)nc3c2cnn3C(C)C)cc1OC
→ 19, 0
COc1ccccc1C(CNC(=O)c1cccc(S(=O)(=O)Nc2ccc(F)cc2)c1)N(C)C (configuration not stated)
→ 10, -6
COc1cccc(NC(=O)CCN2CCC(C(N)=O)CC2)c1
→ 15, 9
CCOc1ccc(NC(=O)c2cc3c(C)nc4ccccc4c3o2)cc1
→ 16, -19
COc1cc(/C=c2\s/c(=C(/C#N)C(=O)N3CCCC3)n(-c3ccccc3)c2=O)ccc1O
→ 10, -9
CCN(CC(=O)Nc1ccc(NC(C)=O)cc1)C(=O)c1ccccc1Sc1ccccc1C#N
→ 18, -7
O=c1c2ccccc2nnn1CCO
→ -3, -7
CCc1nc2c3cnn(-c4cc(Cl)ccc4C)c3ncn2n1
→ 20, -7
O=C(CCN1CCN(Cc2ccccc2)CC1)NNC(=O)c1cc2ccccc2o1
→ 1, 3
O=C(CSc1n[nH]c(=O)n1Cc1ccco1)c1ccc(F)cc1
→ -1, 6
Cc1ccc(C(=O)N(C)Cc2ccc(N3CCOCC3)cc2)cc1S(=O)(=O)NCc1ccccc1
→ -10, -6
C=CCNC(=O)COc1coc(CN2CCN(C(=O)c3ccco3)CC2)cc1=O
→ -2, -4
COC(=O)c1cc(NS(=O)(=O)c2ccc(F)cc2)ccc1N1CCOCC1
→ -1, 4
Cc1ccccc1C(=O)NNC(=O)c1ccc(F)cc1
→ 0, 0
CC1(C)CC(NC(=O)c2cc(S(=O)(=O)N3CCCCC3)ccc2Cl)CC(C)(C)N1
→ 4, 0
Cc1ccc(OCCCn2ccnc2)cc1C
→ 13, 4
COc1ccc(-c2noc(COc3ccc(Cl)c(C)c3)n2)cc1
→ 0, -2
COc1ccc(NC(=O)C2Cc3c(-c4ccccc4Oc4ccccc4)ccnc3O2)cn1 (configuration not stated)
→ -14, -4
CC(=O)c1ccc(NC(=O)C(C)Sc2nnc(-c3ccncc3)n2C2CC2)cc1 (configuration not stated)
→ 8, 2
Cc1ccc(-c2cc(C(F)(F)F)n3ncc(C(=O)N4CCCCC4c4cccnc4)c3n2)cc1 (configuration not stated)
→ 18, 3

# Going on with the list:
# Fields – H9c2 TAG inh, H9c2 TAG inh DAPI viability
O=[N+]([O-])c1cccc(Oc2ncccc2[N+](=O)[O-])c1
→ -2, -1
Cc1ccc([C@@H]2CC=C(C(=O)O)[C@H](c3ccc(C(C)(C)C)cc3)N2S(=O)(=O)c2ccc(C)cc2)cc1
→ 6, -2
O=C(CCNC(=O)c1ccc(Cl)cc1)Nc1ccccc1N1CCCC1
→ 9, 10
COc1ccc(OCC(=O)N2CCN(C(=O)COc3ccccc3)CC2)cc1
→ -4, -3
CC(C)NC(=O)c1ccc(CNC(=O)OCC(F)(F)F)cc1
→ 14, -2
CCCCN(CCCNC(=O)c1ccc2c(c1)NC(=O)CN2C)c1ccccc1
→ 11, 4
CC(C)c1nc2oc3c(N(C)CCO)ncnc3c2c2c1CCC2
→ 18, 4
Cc1cc(C)cc(N(CCC#N)C(=O)COC(=O)Cn2[nH]c(=O)c3ccccc3c2=O)c1
→ -2, -3
CCCCN1C(=O)C(O)=C(C(C)=O)C1c1ccccc1 (configuration not stated)
→ -20, -1
COc1cc(S(=O)(=O)N2CCN=C2c2ccccc2)ccc1Cl
→ -1, 4
CCCCN(C(=O)COC(=O)COc1c(C)cc(C)cc1C)c1c(N)n(CCC)c(=O)[nH]c1=O
→ 6, 0
CCCCCN(C(=O)CCC(=O)OCCOc1cccc(C)c1)c1c(N)n(CCCC)c(=O)[nH]c1=O
→ -25, 2
Cc1nc(SCC(=O)N2CCOCC2)c2c(=O)n(C)c(=O)n(C)c2n1
→ -5, -1
CCCCCCC1CC(CSc2ncn[nH]2)OC1=O (configuration not stated)
→ 13, 3
C#CCOCCOCCOCCNc1nc(N2CCN(C(=O)CCCCCCCCCCNC(=O)[C@H](CO)n3cc(CCCSC)nn3)CC2)nc(N2CCN(C(=O)CCCCCCCCCCNC(=O)[C@H](CO)n3cc(CCCSC)nn3)CC2)n1
→ -39, -6
S=C(c1ccc(-c2cc(Cl)ccc2Cl)o1)N1CCCCC1
→ 2, -3
COCC(=O)OCc1cc2cccc(C)c2[nH]c1=O
→ -2, 7
CC1CCCCN1C(=O)Cn1cc(C(=O)c2ccco2)c2ccccc21 (configuration not stated)
→ 12, -7
CCN(CC)S(=O)(=O)c1ccc(Cl)c(NC(=O)CCCCl)c1
→ -15, 9
COc1cc(OC)cc(C(=O)N=c2sc3ccccc3n2C)c1
→ -3, -3

# Record cards (already shown).
# Cc1ccc([C@@H]2CC=C(C(=O)O)[C@H](c3ccc(C(C)(C)C)cc3)N2S(=O)(=O)c2ccc(C)cc2)cc1 in the list: H9c2 TAG inh = 6; H9c2 TAG inh DAPI viability = -2
# O=C(CCNC(=O)c1ccc(Cl)cc1)Nc1ccccc1N1CCCC1 in the list: H9c2 TAG inh = 9; H9c2 TAG inh DAPI viability = 10

# (more compounds)
# Fields – H9c2 TAG inh, H9c2 TAG inh DAPI viability
CS(=O)(=O)N(CCCC(=O)N1CCCCCC1)c1cccc(Cl)c1
→ -4, 7
CN(C(=O)c1ccc(F)c(S(=O)(=O)N2CCOCC2)c1)C1CCCCC1
→ 2, -7
CCC(Sc1nc2ccsc2c(=O)n1Cc1ccc(C(=O)O)cc1)C(=O)Nc1ccc(Cl)cc1 (configuration not stated)
→ -12, 6
CCOC(=O)c1cc2n(c1N)-c1ccccc1C2=O
→ -15, 4
CCCNC(=O)C1(CC2CC(c3ccccc3)=NO2)CCN(C(=O)OC(C)(C)C)CC1 (configuration not stated)
→ -11, 1
Cn1c(=O)c2cc(NC(=O)NCCc3ccccc3)ccc2n1Cc1cccc(C(F)(F)F)c1
→ -14, 16
CCOC(=O)C1=C(N)OC2=C(C(=O)CC(C)(C)C2)C1c1ccc(CC)s1 (configuration not stated)
→ 6, 4
O=C(CSCC(=O)NC1CCCC1)Nc1ccccc1
→ 1, -11
COc1cccc(NC(=O)N2CCCCCC2)c1
→ -14, 8
CCOC(=O)Cc1c(C)nc2cc(-c3ccc(Cl)cc3)[nH]n2c1=O
→ -20, 22
CCOC(=O)C(Cc1ccccc1)C(=O)Nc1ccccc1C (configuration not stated)
→ 16, -14
O=C(NCCc1ccccc1)C1CCN(S(=O)(=O)c2cccc3nsnc23)CC1
→ -9, 11
O=C(CC1CCCCC1)NCc1ccc(F)cc1
→ -14, 3
CCC(C)NC(=O)C1c2ccccc2C(=O)N1Cc1cc(OC)ccc1OC (configuration not stated)
→ -5, -2
CCC(=O)Nc1ccc(S(=O)(=O)Nc2ccc(Cl)nn2)cc1
→ -2, -4
COc1ccc(C(=O)Cn2c(C)nc([N+](=O)[O-])c2Br)cc1
→ 11, -12
O=C(COc1ccc(S(=O)(=O)NC2CCCCC2)cc1)NCCC1=CCCCC1
→ 2, -14
C=CCOc1ccc(C2NC(=O)c3ccccc3O2)cc1OCC (configuration not stated)
→ 4, 1
Cc1sc(NC(=O)C2CCCCC2C(=O)O)c(C(N)=O)c1-c1ccc(C(C)(C)C)cc1 (configuration not stated)
→ 4, -4
COc1ccc(CN(C)C[C@@H]2OCCCC[C@H](C)Oc3ccc(NC(=O)Nc4ccc(F)cc4)cc3C(=O)N([C@H](C)CO)C[C@H]2C)cc1
→ 63*, -27*

# Part of the list above, with each value named:
> O=C(COc1ccc(S(=O)(=O)NC2CCCCC2)cc1)NCCC1=CCCCC1
- H9c2 TAG inh: 2
- H9c2 TAG inh DAPI viability: -14

> Cn1c(=O)c2cc(NC(=O)NCCc3ccccc3)ccc2n1Cc1cccc(C(F)(F)F)c1
- H9c2 TAG inh: -14
- H9c2 TAG inh DAPI viability: 16

# Following part.
# Fields – H9c2 TAG inh, H9c2 TAG inh DAPI viability
Cc1ccc(NC(=O)CCCn2c(=O)oc3ccccc32)c(O)c1
→ 1, 0
Cc1nc(C)c(-c2ccc(SCC(=O)Nc3ccccc3)nn2)s1
→ 4, 1
NC(=O)c1ccc(S(=O)(=O)N2CCSCC2)cc1
→ 1, -2
O=C(N/N=C/c1ccc(F)c(F)c1)c1cccc(S(=O)(=O)N2CCCCC2)c1
→ 2, 1
COc1ccccc1OCc1ccc(C(=O)c2ccccc2)cc1
→ -6, 0
C[C@H](CO)N1C[C@H](C)[C@H](CN(C)S(=O)(=O)c2ccccc2)OCc2ccccc2-c2c(n(C)c3ccccc23)C1=O
→ 14, -8
COc1ccc(N2CCN(C(=O)COC(=O)COc3cccc(C(F)(F)F)c3)CC2)cc1
→ 11, -6
Cc1c[nH]c2ccccc12
→ -8, 3
CCOC(=O)C1=NN(C(=O)COc2ccccc2)C(O)(c2ccc(Cl)cc2)C1 (configuration not stated)
→ 1, 20
CC(=O)Nc1ccc(CN2CCN(CC=C(C)C)C(CCO)C2)cc1 (configuration not stated)
→ -4, 8
Cc1nn(C(C)C(=O)NCC2CCCO2)c(C)c1[N+](=O)[O-] (configuration not stated)
→ 6, -2
CSc1ccc(CN(C)Cc2nc3cc(C(F)(F)F)ccc3c(=O)[nH]2)cc1
→ -1, 14
O=C1NC(=S)N(c2cccc(Cl)c2)C12CCCCC2
→ -1, 1
CC(=O)N1CCN(c2cc(-c3ccccc3)nc3cc(-c4cccc(Cl)c4)nn23)CC1
→ 43, 98
CN(C(=O)c1cccc(NC(=O)c2cccs2)c1)c1ccccc1
→ 1, 1
COc1cc(/C=C/c2nc(-c3ccccc3O)n[nH]2)cc(OC)c1OC
→ 10, 11

# Screening data (PubChem BioAssay)
